Assay outcomes (PubChem BioAssay)
hK5 inh = inhibitors of human kallikrein 5; inhibition, % at 5 µM; hit rate 0.59% among 210,000; recombinant hK5, fluorogenic AMC substrate cleavage; Q9Y337;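 active means inhibition of 40% or more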;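 further: 0% = enzyme controls without compound and 100% = no-enzyme blanks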
Target sequence (Q9Y337 67-293 limits assumed): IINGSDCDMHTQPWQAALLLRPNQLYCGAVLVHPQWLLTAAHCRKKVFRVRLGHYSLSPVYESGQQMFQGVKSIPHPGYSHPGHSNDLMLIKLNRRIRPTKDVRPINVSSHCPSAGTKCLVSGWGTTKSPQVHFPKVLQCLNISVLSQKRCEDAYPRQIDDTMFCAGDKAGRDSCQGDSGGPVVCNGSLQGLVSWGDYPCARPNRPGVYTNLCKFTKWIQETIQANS
thrombin 1536 = thrombin (human) inhibition; P00734; alpha-thrombin, Boc-VPR-AMC fluorogenic substrate cleavage; inhibition, % at 5 µM; hit rate 0.26% among 220,000; AID 1046;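 active means inhibition at or above 40%; inactive means inhibition below 40%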;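 further: 0% = enzyme with no compound and 100% = wells without enzyme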
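System: Human alpha-thrombin protein | Medium: pH 7.5 Tris (50 mM) with NaCl 150 mM, Tween 20 0.05% | Times: Enzyme reaction carried out at room temperature | Detection: AMC fluorescence, 355/460 nm | Evaluation: Percent inhibition scaled between no-compound controls and no-enzyme blanks | Benchmarks: Enzyme without compound as high, wells lacking enzyme as low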
FXIIa inh 1536 = blocks human coagulation factor XIIa protease activity | inhibition, % at 5 µM | purified FXIIa, Boc-QGR-AMC fluorogenic substrate, 2 h | hit rate 0.3% among 220,000 | AID 800 | P00748; in the data active means inhibition above about 40%;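 further: 0% = enzyme with no compound and 100% = blank without enzyme; many of its hits are not listed in these tables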
KCC2 mod = modulates chloride dependent transport by human KCC2 | KCC2 cells, thallium flux FluoZin-2 fluorescence | AID 1456 | hit rate 2.2% among 190,000 | B-score of Tl+ flux slope (higher = more flux/activation; lower = inhibition) at 10 µM;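 active means thallium flux slope and its plate-corrected score both differing from the plate sample mean at a set confidence after two filtering rounds, in either direction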;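 further: slope of fluorescence scaled to starting intensity during 10 to 20 s after thallium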
FXIa inh = factor XIa (human) inhibition; hit rate 0.14% among 220,000; purified FXIa, Boc-Glu-Ala-Arg-AMC fluorogenic substrate; P03951; inhibition, % at 5 µM;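 active means inhibition of at least 40%; inactive means inhibition below 40%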;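 further: fluorescence of freed AMC excited at 355 nm; 0% = enzyme without compound and 100% = no enzyme blank; many of its hits are not listed in these tables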
Target sequence (P03951 19-387 limits assumed): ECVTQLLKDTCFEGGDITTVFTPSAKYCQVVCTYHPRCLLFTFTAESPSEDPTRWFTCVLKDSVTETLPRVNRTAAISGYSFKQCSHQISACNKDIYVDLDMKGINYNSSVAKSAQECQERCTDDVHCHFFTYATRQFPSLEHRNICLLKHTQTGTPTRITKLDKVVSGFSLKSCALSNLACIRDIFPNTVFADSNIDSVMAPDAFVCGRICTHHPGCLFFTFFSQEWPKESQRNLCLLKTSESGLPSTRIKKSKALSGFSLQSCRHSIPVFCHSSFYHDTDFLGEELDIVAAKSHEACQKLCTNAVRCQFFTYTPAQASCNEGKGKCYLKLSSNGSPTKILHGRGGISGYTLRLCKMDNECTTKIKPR
Target sequence (P03951 388-625 limits assumed): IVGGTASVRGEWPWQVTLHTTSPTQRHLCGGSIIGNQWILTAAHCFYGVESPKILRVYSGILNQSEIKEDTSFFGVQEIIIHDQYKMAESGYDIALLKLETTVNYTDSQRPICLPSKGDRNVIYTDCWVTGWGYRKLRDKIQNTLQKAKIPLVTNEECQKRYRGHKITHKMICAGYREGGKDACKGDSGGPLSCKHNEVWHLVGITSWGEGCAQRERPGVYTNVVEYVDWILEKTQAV
p97 ATPase inh = blocks human p97 ATPase activity | P55072 | recombinant p97 ATPase, Kinase-Glo ATP luminescence, 3 h | inhibition, % at 8 µM | hit rate 0.42% among 220,000; in the data active means inhibition above about 15%;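 further: 0% = DMSO vehicle and 100% = wells lacking enzyme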
PERK inh = blocks human PERK kinase; Q9NZJ5; CHO PERK-DD fusion, SEAP luminescence translation reporter; inhibition, % at 5.6 µM; hit rate 0.17% among 220,000; AID 1416;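 active means inhibition above the mean inhibition of all tested compounds plus 3 SD, set separately per screening campaign, cut at about 2.9% in these data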;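 further: PERK kinase domain activated by AP20187 dimerizer at 100 nM; 0% = DMSO with dimerizer and 100% = rapamycin at 8.4 µM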
Furin inhibitor = blocks human furin protease activity | inhibition, % at 30 µM | purified furin, fluorogenic substrate cleavage | P09958 | hit rate 0.061% among 220,000; in the data active means inhibition above about 25%; further: inactives centre near -15
Wee1 stabilizer = human Wee1 degradation inhibition, primary screen. P30291. HeLa Luc-Wee1K328M stability, luciferase luminescence; 100% = proteasome inhibitor MG132 effect. reporter increase, % at 5 µM. hit rate 1.2% among 220,000. AID 1321;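 active means activation above the mean of all tested compounds plus 3 SD, set per screening run, cut at about 8.8% in these data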;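 further: cells exposed to compound for 20 h before luminescence read; 0% = DMSO alone and 100% = MG132 at 30 µM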
Active calls of the source: *; . = not tested or not shown; & = joins results of further samples; [ ] = another dose, or the depositor's remark. Only part of the results is shown, so the mix of outcomes need not match the whole.

(1) CC(Cc1ccccc1)NC(=O)NC(C)Cc1ccccc1 (stereo unspecified)
(2) O=c1[nH]c2ccccc2o1
(3) COP(=O)(C#Cc1ccccc1)C(O)c1ccc(Br)cc1 (stereo unspecified)
(4) C=CCN1C(=O)NC(=O)/C(=C/c2cc3c4c(c2)CCCN4CCC3)C1=O
(5) Cc1cc(/C=C2\C(=O)NC(=S)N(C)C2=O)c(C)n1C1CCCCC1
(6) COc1cccc(OCC(=O)N2CCN(C)CC2)c1
(7) O=C1CCN(C(=O)C(Cl)Cl)N1
(8) CN(C)[C@@H]1C(=O)C(C(N)=O)=C(O)[C@@]2(O)C(=O)C3=C(O)c4c(O)cccc4[C@@](C)(O)[C@H]3[C@H](O)[C@@H]12
Assay by compound	1	2	3	4	5	6	7	8
hK5 inh	2	1	1	-15	-7	-10	0	-70
thrombin 1536	-20	0	-5	0	-9	1	-11	.
FXIIa inh 1536	-3	18	8	9	17	11	8	3
KCC2 mod	-0.0049	-1.8e-05	-0.57	-0.27	0.59	0.37	.	1.2
FXIa inh	-3	9	-1	2	9	-8	-4	-4
p97 ATPase inh	-1	3	-1	1	0	-1	-2	19*
PERK inh	-1.2	0.7	0.4	1.2	0.5	0.4	-0.2	-0.2
Furin inhibitor	-17[20 µM]	-13	-15	2	-7	-13	-24	-4
Wee1 stabilizer	-1	5	-1	-1	-2	-3	-2	-2

(9) O=C(c1ccc(N2CCCCCC2)c([N+](=O)[O-])c1)N1CCC2(CC1)OCCO2
(10) CN1C(=O)c2ccccc2NC(=O)[C@]12O[C@@H]2c1ccccc1
(11) COC(=O)CSC1=NN1c1cc(C)nc(N)n1
(12) Cn1c(O)c(C(c2ccccn2)c2c(O)n(C)c(=S)n(C)c2=O)c(=O)n(C)c1=S
(13) O=c1[nH]c(=S)n(-c2ccc(F)cc2)c(O)c1/C=N/N1CCOCC1
(14) CCCCC1(CN2CCCC2=O)C(=O)NC(=O)NC1=O
(15) Cc1c(C(=O)N2CCC3(CC2)OCCO3)oc2ccccc12
(16) O=C(c1cccc(Cl)c1)C1CCCN(Cc2cccc3cnccc23)C1 (stereo unspecified)
Assay by compound	9	10	11	12	13	14	15	16
hK5 inh	1	1	3	4	4	-10	-13	.
thrombin 1536	-1	-2	1	-2	0	-9	-5	-2
FXIIa inh 1536	13	9	6	11	17	8	13	11
KCC2 mod	-0.083	-0.44	1.3	-0.28	0.0064	0.1	-0.14	-1
FXIa inh	2	2	-1	-3	-2	1	2	5
p97 ATPase inh	-1	5	4	1	-9	7	-3	-1
PERK inh	-0.1	0.8	1.4	1.2	-0.2	0.9	0.7	-0.3
Furin inhibitor	-17	-30	-16	-13[20 µM]	8	-21[20 µM]	-11[20 µM]	-10
Wee1 stabilizer	-4	1	2	-1	0	-4	1	3

(17) O[C@@H]1CCCC[C@H]1N1CCC(c2ccccc2)CC1
(18) COc1ccc(-n2c(=O)[nH]c3ccccc3c2=O)cc1
(19) O=C(c1ccc2c(c1)OCO2)C1CCCN(Cc2ccccn2)C1 (stereo unspecified)
(20) CC(C)C[C@H]1C(=O)N2CCCC2[C@]2(O)O[C@](NC(=O)[C@@H]3C=C4c5cccc6[nH]cc(c56)CC4N(C)C3)(C(C)C)C(=O)N12 (stereo partly specified)
(21) O=C1NC(=O)N(c2ccc3c(c2)OCO3)C(=O)/C1=C\c1ccc(N2CCCCC2)o1
(22) CCOC(=O)C1(CCOc2ccccc2)CCN(Cc2ccc(C)s2)CC1
(23) O=c1[nH]c(=O)n(Cc2ccc(F)cc2)c(O)c1C=NCCCN1CCOCC1
(24) CCc1ccc(-n2c(O)c(/C=N/NC(=O)c3ccncc3)c(=O)[nH]c2=O)cc1
Assay by compound	17	18	19	20	21	22	23	24
hK5 inh	-2	-9	4	-6	-1	-5	-11	-47
thrombin 1536	-5	3	1	0	-10	-4	3	2
FXIIa inh 1536	2	8	12	13	9	1	15	9
KCC2 mod	1.4&0.89	0.9	-0.38	-0.64	-1.8	-0.7	1.1	0.068
FXIa inh	-9	-1	0	9	1	-6	1	4
p97 ATPase inh	4&4	3	3	10	4	-2	3	4
PERK inh	0.0&1.6	0.7	-0.1	-1.1	0.7	0.1	-0.2	1.3
Furin inhibitor	-8	-13[20 µM]	-29	-10	6	-15	-28[20 µM]	8
Wee1 stabilizer	-2&4	0	-3	0	0	1	7	2

(25) Cc1ccc(-c2nn(Cc3ccccc3)cc2C=O)cc1C
(26) CC(=NCc1cccnc1)c1c(O)n(-c2ccc(C)cc2)c(=O)[nH]c1=O
(27) O=c1[nH]c(O)c(N=Nc2ccc(SC(F)F)cc2)c(=O)[nH]1
(28) Cc1ccc(Cn2cc(C=O)c(-c3ccc(C)cc3)n2)cc1
(29) O=P(NS(=O)(=O)c1ccc(Br)cc1)(Oc1ccccc1)Oc1ccccc1
(30) CC1=CC(=O)C2=C(C)CC(O)C3C(C)C(=O)OC3C12 (stereo unspecified)
(31) CCC(=NCc1ccco1)c1c(O)n(C2CCCCC2)c(=O)[nH]c1=O
(32) COc1ccc(N2C(=O)NC(=O)/C(=C/c3cccc(OC(=O)c4cccs4)c3)C2=O)cc1Cl
Assay by compound	25	26	27	28	29	30	31	32
hK5 inh	-15	0	0	-8	-7	-11	-6	-16
thrombin 1536	-8	-2	1	-8	2	2	-3	-2
FXIIa inh 1536	11	-2	8	15	-9	12	23	11
KCC2 mod	-0.66	-0.049	-0.29	0.21	-1.8	.	.	-0.087
FXIa inh	-6	-4	-7	6	2	4	4	4
p97 ATPase inh	-2	1	3	1	-4	-1	10	8
PERK inh	-0.1	-0.5	0.3	0.4	0.2	1.5	-0.6	0.5
Furin inhibitor	-7	-20	-8	-7	-21[20 µM]	-13	3	-12
Wee1 stabilizer	3	-1	0	1	3	-2	-1	1

(33) COc1ccc(C(=O)C2CCCN(Cc3ccccn3)C2)c(OC)c1 (stereo unspecified)
(34) Nc1ccccc1C(=O)OCCOc1ccccc1
(35) O=C(CCn1c(=O)oc2ccccc21)N1CCC2(CC1)OCCO2
(36) COc1cccc(/C=C2\N=C(c3cncc(Br)c3)OC2=O)c1
(37) CC(=NCC1CCCO1)c1c(O)n(-c2ccc(Cl)cc2)c(=O)[nH]c1=O (stereo unspecified)
(38) CCCCOc1ccc(CN2CCN(CCO)CC2)cc1
(39) CCOP(=O)(OCC)C(O)c1ccc(OC)cc1OC (stereo unspecified)
(40) COC(=O)c1nc(-c2ccc3c(n2)C(=O)C(N)=C(OC)C3=O)c(N)c(-c2ccc(OC)c(OC)c2O)c1C
Assay by compound	33	34	35	36	37	38	39	40
hK5 inh	-4	-38	-24	2	-15	-16	-17	3
thrombin 1536	-17	-8	2	22	-4	-4	-2	-3
FXIIa inh 1536	3	5	2	-4	13	8	8	5
KCC2 mod	0.31	-1.7	.	-0.19	.	1.6	1	1.8
FXIa inh	-5	-7	4	-5	2	7	3	1
p97 ATPase inh	1	4	-4	-3	-1	3	7	17*
PERK inh	0.1	0.5	-0.2	0.5	1.2	1.4	0.6	-0.7
Furin inhibitor	-22	-20	-20	-7	-11	-30[20 µM]	-21	-7
Wee1 stabilizer	-2	-2	-3	0	-1	3	3	-4

(41) O=P(Nc1cccc(F)c1)(Oc1ccccc1F)Oc1ccccc1F
(42) COc1ccc(-n2c(O)c(C(C)=NCCCn3ccnc3)c(=O)[nH]c2=O)cc1
(43) O=C(NCc1cccnc1)NC1CCCCC1
(44) O=C1CN=C(c2ccc[nH]2)c2cc(Cl)ccc2N1
(45) CCOc1ccccc1N1C(=O)NC(=O)/C(=C/c2ccc3c4c(cccc24)CC3)C1=O
(46) CSc1nc(N)c(N=Nc2ccc([As](=O)(O)O)cc2)c(=O)[nH]1
(47) Cc1ccc(C(=O)O)cc1N=Nc1c(O)[nH]c(=O)[nH]c1=O
(48) S=C=Nc1ccccn1
Assay by compound	41	42	43	44	45	46	47	48
hK5 inh	1	-29	-3	4	-31	7	5	-6
thrombin 1536	-5	-1	-5	1	-5	0	-1	-4
FXIIa inh 1536	13	4	-11	6	-17	6	10	4
KCC2 mod	-0.24	-0.018	0.38	0.094	0.96	-0.28	-0.69	-0.63
FXIa inh	2	-7	-6	2	-2	-10	0	1
p97 ATPase inh	-1	5	0	3	-6	8	4	4
PERK inh	1.9	2.1	1.5	0.2	0.5	0.0	1.1	0.5
Furin inhibitor	-15	-1[20 µM]	-11[20 µM]	-8	-25	27*	-9	-22
Wee1 stabilizer	-1	-2	1	-1	0	0	5	3

Ordered by count of non-hydrogen atoms (highest first): part of the list above.
(47) Cc1ccc(C(=O)O)cc1N=Nc1c(O)[nH]c(=O)[nH]c1=O
(44) O=C1CN=C(c2ccc[nH]2)c2cc(Cl)ccc2N1
(43) O=C(NCc1cccnc1)NC1CCCCC1
Assay by compound	47	44	43
hK5 inh	5	4	-3
thrombin 1536	-1	1	-5
FXIIa inh 1536	10	6	-11
KCC2 mod	-0.69	0.094	0.38
FXIa inh	0	2	-6
p97 ATPase inh	4	3	0
PERK inh	1.1	0.2	1.5
Furin inhibitor	-9	-8	-11[20 µM]
Wee1 stabilizer	5	-1	1

Remaining list, next part
(49) CCCCN1CCC(O)(c2ccccc2)C(C(=O)c2ccccc2)C1 (stereo unspecified)
(50) CC(C)c1ccc(O)c(CN2CCN(c3ccccc3)CC2)c1
(51) O=c1c2ccccc2nc(Cc2ccccc2)n1-c1ccc(O)cc1
(52) C#CCOc1cc(C2C3=C(COC3=O)Nc3cc4c(cc32)OCO4)ccc1OC (stereo unspecified)
(53) CCn1c(=O)cc(SCC(=O)N2CCC3(CC2)OCCO3)c2ccccc21
(54) COCc1cc(C2SCC(=O)Nc3c2c(=O)[nH]n3C(C)C)ccc1OC (stereo unspecified)
(55) Cn1cccc1/C=C1\C(=O)NC(=O)N(Cc2ccccc2)C1=O
(56) COc1ccc(Cn2c(O)c(/C=N/NC(=O)c3ccncc3)c(=O)[nH]c2=O)cc1
Assay by compound	49	50	51	52	53	54	55	56
hK5 inh	-10	-6	-6	10	5	-13	7	-24
thrombin 1536	0	1	-8	3	-2	-2	1	-6
FXIIa inh 1536	16	11	6	14	-5	5	11	-2
KCC2 mod	-0.41	0.67	0.077	1.1	-0.26	.	.	0.32
FXIa inh	6	2	0	9	4	-9	3	-4
p97 ATPase inh	4	2	11	-6	0	3	7	7
PERK inh	1.8	0.1	0.6	-1.1	-1.8	0.6	1.1	0.6
Furin inhibitor	34*[20 µM]	-13	-20	-6	-5	-21[20 µM]	-28	0
Wee1 stabilizer	-2	-3	-1	7	0	-1	4	-2

(57) O=c1[nH]c(=S)n(-c2ccc(Cl)cc2)c(O)c1C=Nc1ccc(N2CCOCC2)cc1
(58) Cc1ccccc1C1=NCC(=O)N(CC(=O)N2CCCCC2)c2sc(C)c(C)c21
(59) O=C(Nc1c(F)cc(F)cc1F)c1cccn(Cc2ccccc2)c1=O
(60) CC(=O)Nc1cc(C(=O)N2CCC3(CC2)OCCO3)ccc1S(=O)(=O)c1ccc(Cl)cc1
(61) Cn1c(C(=O)O)c(CC(=O)N2CCN(Cc3ccccc3)CC2)c2ccccc21
Assay by compound	57	58	59	60	61
hK5 inh	-3	-19	0	-9	-27
thrombin 1536	-12	-20	-3	-5	1
FXIIa inh 1536	1	3	8	0	9
KCC2 mod	-1.4	.	-0.89	-6.4*	1.2
FXIa inh	-4	-12	-2	-5	3
p97 ATPase inh	2	2	3	-3	4
PERK inh	0.5	-0.6	0.9	-1.6	0.8
Furin inhibitor	-3	-3[20 µM]	-23	-17[20 µM]	-18[20 µM]
Wee1 stabilizer	0	-1	2	2	-1
